# IDE cell activ = human IDE activators in live cells, primary screen, fluorescence polarization, HEK cells, FAbeta-B substrate | Insulin-degrading enzyme (Homo sapiens), P14735 | 340,000 compounds, 0.073% hits | activation, % at 5.96 µM | FAbeta-B cleavage; 0% vehicle, 100% cell-free pure enzyme wells;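 active = activation above the mean of all tested compounds plus 3 SD, set per screening campaign, cut at about 17% in these data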
# Target sequence (P14735 whole entry, looked up): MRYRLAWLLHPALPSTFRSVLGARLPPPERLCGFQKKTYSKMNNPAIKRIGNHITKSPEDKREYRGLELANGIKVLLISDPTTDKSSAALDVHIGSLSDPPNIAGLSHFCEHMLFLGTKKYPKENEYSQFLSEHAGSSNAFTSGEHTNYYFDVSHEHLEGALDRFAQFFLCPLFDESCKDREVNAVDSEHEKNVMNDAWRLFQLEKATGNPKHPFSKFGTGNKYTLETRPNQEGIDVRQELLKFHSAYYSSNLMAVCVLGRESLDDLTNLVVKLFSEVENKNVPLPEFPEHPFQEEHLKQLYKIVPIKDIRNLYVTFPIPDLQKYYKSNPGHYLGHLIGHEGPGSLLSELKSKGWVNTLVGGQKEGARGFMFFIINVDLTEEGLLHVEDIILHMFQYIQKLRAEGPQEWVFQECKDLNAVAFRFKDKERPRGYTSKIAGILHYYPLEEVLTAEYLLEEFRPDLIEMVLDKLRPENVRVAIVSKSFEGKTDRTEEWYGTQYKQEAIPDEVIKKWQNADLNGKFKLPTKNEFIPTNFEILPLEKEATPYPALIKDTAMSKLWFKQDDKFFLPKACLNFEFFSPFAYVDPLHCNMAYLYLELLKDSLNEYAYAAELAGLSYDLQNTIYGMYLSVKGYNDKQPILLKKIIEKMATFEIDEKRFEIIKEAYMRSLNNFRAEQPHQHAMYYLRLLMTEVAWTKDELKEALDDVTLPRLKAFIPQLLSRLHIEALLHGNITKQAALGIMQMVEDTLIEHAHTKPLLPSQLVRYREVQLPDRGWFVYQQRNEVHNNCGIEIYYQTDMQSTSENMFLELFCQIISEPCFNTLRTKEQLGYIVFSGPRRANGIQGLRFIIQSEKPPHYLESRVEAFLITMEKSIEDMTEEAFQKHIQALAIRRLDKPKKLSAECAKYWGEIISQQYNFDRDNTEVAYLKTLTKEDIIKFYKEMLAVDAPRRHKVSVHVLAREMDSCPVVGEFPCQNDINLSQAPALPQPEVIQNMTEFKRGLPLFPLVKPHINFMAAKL
# * = called active by the depositor. The list is partial, so the mix of outcomes need not match the whole.
IDE cell activ	SMILES
4.2	CC(Oc1ccccc1)C(=O)OCC(=O)NC(=O)NC1CCCCC1 (configuration not stated)
7.0	CSCCC(NC(=O)c1ccc(Cl)cc1Cl)C(=O)N(C)Cc1nc2ccccc2c(=O)[nH]1 (configuration not stated)
1.8	O=C(COC(=O)CNS(=O)(=O)c1ccc(Br)cc1Cl)NC1CCCC1
4.4	CC(C)C[C@H]1CN=C(N(C)C)N1CC1CCCCCC1
3.1	CC(OC(=O)c1cccc(-n2cnnn2)c1)C(=O)Nc1ccccc1F (configuration not stated)
3.0	O=C(CSc1nnc(-c2ccccc2F)o1)N1CCNC1=O
-0.9	CCCn1c(NC(=O)c2ccc([N+](=O)[O-])o2)nc2ccccc21
7.1	CCc1ccccc1NC(=O)CN1CCN(CC(=O)Nc2ccc3c(c2)OC2(CCCCC2)O3)CC1
2.6	C#CCOCCOCCOCCNc1nc(N2CCOCC2)nc(N2CCN(C(=O)CCCCCCCCCCNC(=O)[C@@H](CCSC)n3cc(CCO)nn3)CC2)n1
3.3	Cc1cccc(OCCCC(=O)NNC(=O)c2ccccn2)c1
3.3	Cc1ccc(S(=O)(=O)N2CCN(C(=O)CSCc3ccc(C(C)C)cc3)CC2)cc1
-1.6	Cn1nnnc1SCC(=O)Nc1cc(S(=O)(=O)N2CCCCC2)ccc1Cl
3.3	O=C(CSc1nnc(Nc2ccccc2F)s1)NC1CC1
6.9	Cc1ccc(S(=O)(=O)N(C)CC(=O)NNC(=O)Cc2cccc(F)c2)cc1
0.3	CCOC(=O)C1Oc2ccccc2C(c2ccc(C)cc2)=C1C(=O)OC (configuration not stated)
-2.5	N#Cc1c(-c2ccccc2)cc(-c2ccc3c(c2)OCO3)[nH]c1=O
3.9	COC(=O)c1ccc(CNC(=O)c2ccc(OCC(=O)N3CCOCC3)c(OC)c2)cc1
1.4	CC(=O)c1cccc(OC(=O)c2ccccc2)c1
1.2	CCCCN(C(=O)c1ccc(N(C)S(=O)(=O)c2ccc(C)cc2)cc1)c1c(N)n(CC(C)C)c(=O)[nH]c1=O
3.8	O=C(COC(=O)c1ccc(O)cc1O)Nc1cc(-c2ccccc2)nn1-c1ccccc1

# More compounds:
IDE cell activ	SMILES
3.4	C=CC[C@H](CC(=O)NCCO)C(=O)N[C@H](COC(=O)[C@@H](CC=C)CC(=O)OC(C)(C)C)Cc1ccccc1
3.7	O=C1C(Cc2ccccc2)Nc2ncnc(N3CCc4ccccc4C3)c2N1Cc1ccc(Cl)cc1 (configuration not stated)
1.7	COc1ccc(C)cc1NC(=O)C(OC(=O)C1=NNC(=O)CC1)c1ccccc1 (configuration not stated)
-9.2	COc1ccc(N2CC(C(=O)N3CCN(S(=O)(=O)c4ccc(F)c(F)c4)CC3)CC2=O)c(OC)c1 (configuration not stated)
-3.8	O=C(CCNC(=O)c1ccccc1)Nc1ccc(Cl)c(S(=O)(=O)N2CCCCC2)c1
2.9	CC1CCC(NC(=O)CSc2nncs2)CC1 (configuration not stated)
-2.3	Cc1cc2c(=Cc3ccc(N(C)C)cc3)c3ccccc3n2[n+]1C
2.2	CCN(C(=O)COC(=O)/C=C/c1ccccc1Cl)c1c(N)n(Cc2ccccc2)c(=O)[nH]c1=O
6.4	CC(=O)Nc1ccc2c(c1)-c1ccc(F)cc1C2=O
0.5	O=C(COc1cccnc1[N+](=O)[O-])Nc1cccc(Br)c1
10.5	C[N+](C)(C)CCOC(N)=O
4.3	COc1cc(OC)c(OC)cc1CNC(=O)c1ccc(S(=O)(=O)N2CCCCC2)cc1
3.0	Cc1cccc(NC(=O)C2CC3CCC2C3)c1C (configuration not stated)
4.7	Cc1sc(NC(=O)CSc2n[nH]c(N)n2)c(C#N)c1C
3.3	N#CCc1ccc(NC(=O)CSc2nnc(C3CC3)n2C2CC2)cc1
3.8	CN(CC(=O)Nc1cccc(F)c1)C(=O)c1ccc(COc2ccccc2)cc1
3.5	CCOc1cc(N2CCOCC2)c(OCC)cc1NC(=O)COC(=O)c1ccc([N+](=O)[O-])o1
-1.7	CC[C@@H]1C/C=C\Cc2ccccc2[C@H](C(=O)C[C@@H](O)CC(C)=O)OC1=O
-3.9	O=C1/C(=C\c2ccncc2)CCc2ccccc21
0.8	CC(=O)c1ccc(OCC(=O)NC2CCCCCC2)cc1

# 5 entries from above, tab-delimited:
structure	IDE cell activ
CCOc1cc(N2CCOCC2)c(OCC)cc1NC(=O)COC(=O)c1ccc([N+](=O)[O-])o1	3.5
O=C1C(Cc2ccccc2)Nc2ncnc(N3CCc4ccccc4C3)c2N1Cc1ccc(Cl)cc1 (configuration not stated)	3.7
C[N+](C)(C)CCOC(N)=O	10.5
CCN(C(=O)COC(=O)/C=C/c1ccccc1Cl)c1c(N)n(Cc2ccccc2)c(=O)[nH]c1=O	2.2
Cc1cc2c(=Cc3ccc(N(C)C)cc3)c3ccccc3n2[n+]1C	-2.3

# Carrying on:
IDE cell activ	SMILES
2.9	CCN(C(=O)COC(=O)c1ccccc1Nc1ccccc1)c1c(N)n(Cc2ccccc2)c(=O)[nH]c1=O
-2.3	Cc1ccc(OC(C)C(=O)OCC(=O)Nc2sccc2C(N)=O)cc1 (configuration not stated)
5.0	CCCN(C(=O)c1cccc(S(=O)(=O)N2CCN(C)CC2)c1)c1c(N)n(Cc2ccccc2)c(=O)[nH]c1=O
-3.6	COc1ccc(Cl)cc1C=CC=NNC(=O)c1ccncc1
2.0	O=C(CCOc1cccc(Br)c1)NNC(=O)COc1ccc(F)cc1
2.8	Cc1ccccc1NC(=O)Cc1nc(COC(=O)C(NC(=O)c2ccccc2C)C(C)C)cs1 (configuration not stated)
4.1	CCOc1ccc(Oc2ccc(Cl)cc2NC(=O)C2=COCCO2)cc1
0.5	Cc1cc(/C=C2/C(=N)N3C(c4ccccc4)=CSC3=NC2=O)c(C)n1-c1ccc(Cl)cc1
0.9	COc1cc2c(cc1OC)C1c3ccc(OC)c(OC)c3OCC1(O)C2 (configuration not stated)
-9.4	O=C1CSC(=S)N1N=Cc1cccc2ccccc12
-1.1	O=c1c2sc3nc(N4CCOCC4)c4c(c3c2ncn1C(c1ccccc1)c1ccccc1)CCCC4
3.4	CCCCN(C(=O)c1cc(S(=O)(=O)N2CCCCCC2)ccc1OC)c1c(N)n(CCC)c(=O)[nH]c1=O
3.2	COc1ccc(C(CNC(=O)CNC(=O)c2ccccc2Cl)N2CCCC2)cc1 (configuration not stated)
0.3	CC(NC(=O)c1cc(S(=O)(=O)N2CCOCC2)ccc1F)c1ccc(-n2ccnc2)cc1 (configuration not stated)
-0.3	COc1cccc2c1cc1c(=O)n(CC(=O)N3CCN(c4cccc(C)c4C)CC3)nc(C)n12
3.8	O=C(Nc1ccc2c(c1)OCCO2)C1CCCC1
-14.1	O=C(COC(=O)C1CCN(c2ccc(C(F)(F)F)cn2)CC1)Nc1ccc(Cl)cc1
1.3	C[C@@H]1CN(S(=O)(=O)c2c(F)cccc2F)CCN1S(=O)(=O)c1ccc2c(c1)OCCO2
3.0	CCOc1ccc(S(=O)(=O)N2CCN(C(=O)CN3C(=O)NC(C)(C)C3=O)CC2)cc1
1.8	CC(C)Oc1ccc(S(=O)(=O)N2CCCCC2)cc1NC(=O)C1CCC1

# Molecules shown so far that contain an aryl thioether with sulfur outside any ring (six):
IDE cell activ	SMILES
3.0	O=C(CSc1nnc(-c2ccccc2F)o1)N1CCNC1=O
-1.6	Cn1nnnc1SCC(=O)Nc1cc(S(=O)(=O)N2CCCCC2)ccc1Cl
3.3	O=C(CSc1nnc(Nc2ccccc2F)s1)NC1CC1
2.9	CC1CCC(NC(=O)CSc2nncs2)CC1 (configuration not stated)
4.7	Cc1sc(NC(=O)CSc2n[nH]c(N)n2)c(C#N)c1C
3.3	N#CCc1ccc(NC(=O)CSc2nnc(C3CC3)n2C2CC2)cc1

# Other records.
IDE cell activ	SMILES
2.7	COc1cc(-c2noc(C)c2C(=O)NCCc2cccs2)cc(OC)c1OC
-1.0	COCCCNC(=O)C[C@H]1C[C@H](C(=O)N(C(C)C)C(C)C)[C@@]2(C)c3[nH]c4cc(-c5ccco5)ccc4c3CCN2C1=O
1.2	CCOc1ccc(C(=O)NNC(=O)CCNC(=O)c2ccc(Br)cc2)cc1OC
6.3	COC(=O)c1sc(NC(=O)COC(=O)C2CCC2)c(C(=O)OC)c1C
3.4	CC1CC2(C)C(=CC1=O)CCC1C2C(O)CC2(C)C1CCC2(O)C(=O)CO (configuration not stated)
3.9	COc1ccc(C(=O)N(C)CC(=O)Nc2cccc(F)c2)cc1S(=O)(=O)NC1CCCC1
4.7	COc1cc(C(=O)NC(C)c2cc(C)ccc2C)ccc1OCC(=O)N1CCOCC1 (configuration not stated)
2.6	O=C(COC(=O)c1ccc(O)cc1)c1ccc2c(c1)OCCO2
-1.6	O=C(Nc1cc(S(=O)(=O)N2CCCCCC2)ccc1OCC(F)(F)F)c1ccc(=O)[nH]c1
2.7	CN(C(=O)c1ccccc1C(=O)OCC(=O)c1ccccc1)c1ccccc1
0.4	Cc1c(C(=O)Nc2cccc(S(=O)(=O)N3CCOCC3)c2)oc2ccccc12
4.8	Cc1cc(OCC(=O)OCC(=O)Nc2ccc(Cl)cn2)ccc1Cl
2.0	COc1cc(N)c(Cl)cc1C(=O)OCC(=O)N(C)C1CCCCC1
4.6	CCOC(=O)C1CCN(C(=O)COC(=O)c2nc3nc(C)cc(C)n3n2)CC1
-1.2	Cc1cccc(OCCC(=O)OCC(=O)Nc2c(C)nn(-c3ccccc3)c2C)c1
2.8	COc1ccccc1NCCC(=O)OCC(=O)Nc1cccc(S(=O)(=O)N(C)C)c1
3.2	CC1(C2CC2)NC(=O)N(CC(=O)NCc2ccc(Cl)cc2Cl)C1=O (configuration not stated)
-4.4	O=C(NC1CCCCC1)c1ccc(-c2ccc(Cl)cc2)o1
8.9	CC1CCC(NC(=O)COC(=O)CSc2ccc(C(N)=O)cc2[N+](=O)[O-])CC1 (configuration not stated)
4.5	CCN(CC(=O)NC(=O)NC1CCCCC1)Cc1ccccc1

# Additional structures
IDE cell activ	SMILES
2.6	CC(OC(=O)C1CC(=O)N(Cc2ccco2)C1)C(=O)Nc1ccccc1[N+](=O)[O-] (configuration not stated)
-3.7	O=CNc1ccc2c(c1)Cc1cccc(NC=O)c1-2
-4.9	C1=NN(c2ccccc2)C=NN1c1ccccc1
2.9	CN1CCC(C(=O)C(=O)O)C1=O (configuration not stated)
0.2	O=C(COC(=O)/C=C/c1cccc(Br)c1)NC1CCCC1
-3.8	Cc1noc(C)c1COc1ccc(C(=O)N2CCN(c3ccccc3O)CC2)cc1
0.0	CC1=C(C(=O)O)CC(S(=O)(=O)O)C1(C)C (configuration not stated)
1.6	CC[C@@]1(C(=O)OC)N[C@H](CN(C)C(=O)C2CCCCC2)[C@@H]2C(=O)N(C)C(=O)[C@@H]21
-3.3	Cc1ccc(NC(=O)COc2coc(CN3CCc4ccccc4C3)cc2=O)cc1Cl
7.9	COc1ccc(NC(=O)CN(C)C(=O)c2cc(-c3ccc(Cl)cc3)nc3ccccc23)cc1
1.3	Cc1ccc(-n2nnnc2SCC(=O)NCC2CCCO2)cc1C (configuration not stated)
0.4	CCOC(=O)[C@H]1[C@H]2COc3ccc(Cl)cc3[C@@H]2N2C(=O)c3ccc(C)cc3NC(=O)[C@@]12C
-1.3	CN(C)S(=O)(=O)c1ccc(C(=O)NNC(=O)C23CC4CC(CC(C4)C2)C3)cc1
2.0	Cc1ccc(Cl)c2c1NC(=O)C2=O
0.3	CCN(C(=O)CSc1ncccn1)c1c(N)n(Cc2ccccc2)c(=O)[nH]c1=O
-7.4	CC1Cc2cccc3ccc(=O)n(c23)C1 (configuration not stated)
3.9	O=C(COC(=O)C1CCC(=O)N1)Nc1ccccc1OC(F)F (configuration not stated)
1.2	CCOc1ncccc1C(=O)Nc1cccc(-n2cnnn2)c1C
7.1	COc1ccccc1NCCC(=O)OCC(=O)Nc1cc([N+](=O)[O-])ccc1F
6.0	CC(=O)[C@H]1CC[C@H]2[C@@H]3C=CC4=CC(=O)CC[C@@]4(C)[C@@H]3CC[C@]12C

# (more compounds)
IDE cell activ	SMILES
0.3	COc1ccc(NS(=O)(=O)c2cccc(NC(=O)COc3ccccc3[N+](=O)[O-])c2)cc1
4.5	Cc1cccc(C(C)C)c1NC(=O)CN1C(=O)NC(Cc2ccccc2)C1=O (configuration not stated)
1.3	C=CCC(C#N)(c1ccc(OC)c(OC)c1)c1cnccn1 (configuration not stated)
-0.8	O=c1cc(-c2ccccc2)oc2cccc(O)c12
1.0	CC(C)(Oc1ccc(Cl)cc1)C(=O)OCC(=O)NCCc1ccc(S(N)(=O)=O)cc1
-2.0	O=C1CN(C(=O)COC(=O)c2ccccc2Br)c2ccccc2N1
-0.7	O=C(CN1CCCSc2ccccc21)N1CCN(S(=O)(=O)c2cccc(F)c2)CC1
-3.4	O=C(COC(=O)Cc1ccsc1)Nc1ccc(Cl)cc1F
3.3	O=C(O)/C(=C\c1cccc(F)c1)c1ccc(S(=O)(=O)N2CCCC2)s1
-0.6	C[C@H](CO)N1C[C@H](C)[C@@H](CN(C)C(=O)NC2CCCCC2)Oc2c(NC(=O)C3CCCCC3)cccc2C1=O
1.6	CCN(C[C@H]1N[C@@](CC)(C(=O)OC)[C@H]2C(=O)N(C)C(=O)[C@@H]12)C(=O)Nc1ccc(F)cc1
-3.1	CCN1CCN(S(=O)(=O)c2ccc(Cl)c(C(=O)N(C)CC(=O)Nc3c(C)cccc3C)c2)CC1
4.8	C#CCOCCOCCOCCNc1nc(N2CCN(C(=O)Cn3cc(CCO)nn3)CC2)nc(N2CCN(C(=O)[C@H](C)n3cc(CCCN=C(N)N)nn3)CC2)n1
3.2	C=C1C[C@H](O)[C@@H]2[C@H](OC(=O)[C@H]2C)[C@H]2[C@H](C)[C@@H](O)C[C@@H]12
-0.3	CCN(C(=O)COC(=O)CCn1c(C)csc1=O)c1c(N)n(Cc2ccccc2)c(=O)[nH]c1=O
-0.1	COc1ccc(OC)c(S(=O)(=O)N2CCN(C)CC2c2ccccc2)c1 (configuration not stated)
4.5	Cc1ccc(OCCC(=O)OCC(=O)NCc2ccccc2)cc1
4.3	CC1(NC(=O)Cc2c(F)cccc2Cl)CCS(=O)(=O)C1 (configuration not stated)
-1.7	O=C1NC(C(=O)O)=CC(c2cccc(Cl)c2Cl)N1 (configuration not stated)
-3.5	O=C(NC1CCCCCCC1O)c1ccccc1 (configuration not stated)

# Assay outcomes (PubChem BioAssay)
